# KCNQ2 block – KCNQ2 potassium channel inhibitors, primary screen, cell-based, CHO-K1, FluxOR thallium flux, B-score (AID 2156). Potassium voltage-gated channel subfamily KQT member 2 (Rattus norvegicus), O88943. 20 min; stronger effect = lower value. B-score at 10 µM. 310,000 compounds, 1.1% hits;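 active = fluorescence ratio B-score at most minus 3 library SDs, with starting brightness B-score within 2 library SDs, cut at about -5.5 in these data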
# Target sequence (O88943 whole entry, looked up): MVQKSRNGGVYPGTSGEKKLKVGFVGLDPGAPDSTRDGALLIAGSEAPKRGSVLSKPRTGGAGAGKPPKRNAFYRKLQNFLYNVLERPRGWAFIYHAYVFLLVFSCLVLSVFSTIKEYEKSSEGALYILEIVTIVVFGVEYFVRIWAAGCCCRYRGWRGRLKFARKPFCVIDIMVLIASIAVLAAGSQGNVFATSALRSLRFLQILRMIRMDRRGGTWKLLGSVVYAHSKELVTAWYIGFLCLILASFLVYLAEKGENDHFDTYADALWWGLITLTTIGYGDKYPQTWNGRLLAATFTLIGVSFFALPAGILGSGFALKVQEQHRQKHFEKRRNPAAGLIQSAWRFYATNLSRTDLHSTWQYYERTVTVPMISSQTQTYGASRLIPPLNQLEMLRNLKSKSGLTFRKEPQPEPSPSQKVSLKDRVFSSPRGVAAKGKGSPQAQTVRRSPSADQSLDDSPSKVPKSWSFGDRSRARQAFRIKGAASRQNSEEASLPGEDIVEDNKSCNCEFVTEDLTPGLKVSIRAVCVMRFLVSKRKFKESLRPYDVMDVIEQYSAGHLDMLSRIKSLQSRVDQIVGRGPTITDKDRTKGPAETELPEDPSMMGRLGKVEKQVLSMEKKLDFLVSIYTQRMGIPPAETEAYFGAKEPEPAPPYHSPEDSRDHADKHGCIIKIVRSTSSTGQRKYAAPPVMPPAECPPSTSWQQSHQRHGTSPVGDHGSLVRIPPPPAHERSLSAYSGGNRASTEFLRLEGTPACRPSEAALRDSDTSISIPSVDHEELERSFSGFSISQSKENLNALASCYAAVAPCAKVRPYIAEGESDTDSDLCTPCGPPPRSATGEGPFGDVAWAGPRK
# * marks the source's active call; other numbers are inactive results; i = inactive. This is a subset; rates above refer to the full screens.
structure | KCNQ2 block
C=CCN1C(=O)/C(=C/c2ccc(N(C)C)cc2)S/C1=N\c1nnc(CC)s1 | i
O=C(CCC1CCCCC1)Nc1nnc(C(F)(F)F)s1 | i
COc1ccc(C(=O)Nc2cccc(/C(C)=N\NC(=O)c3ccoc3C)c2)cc1OC | i
Cc1ccc(/C=N/n2c(-c3ccncc3)n[nH]c2=S)cc1 | i
O=C(Nc1ccc(N2CCN(C(=O)c3ccccc3)CC2)cc1)c1ccc([N+](=O)[O-])o1 | i
O=C(CCc1nnc(Cc2ccc3c(c2)OCO3)o1)NCc1nc2ccccc2s1 | i
O=C(Nc1ccccc1)C1=C(c2ccccc2)S(=O)(=O)CCS1(=O)=O | i
COc1ccc(/C=N/NC(=O)c2cccc(C(=O)N/N=C/c3ccc(OC)c(OC)c3)n2)cc1OC | i

# The listing continues:
structure | KCNQ2 block
COc1ccc(CCN2CC(C(=O)NCc3cc(C)on3)CCC2=O)cc1 (centres undefined) | i
C=CCn1c(=O)c2ccccc2n2c(SCC(=O)N(C)C)nnc12 | i
COc1ccc(CNc2ncnc3cc(Cl)ccc23)cc1OC | i
Oc1cccc(/C=N/Nc2cccc3cccnc23)c1 | i
Cc1ccc(NC(=O)Nc2ccc(Cl)cn2)cc1 | i
COc1cc(S(=O)(=O)N(C)C2CCCCC2)c(C)cc1C | i
CCCc1nc(SCC(=O)Nc2cc(Cl)ccc2OC)c2c(=O)n(C)c(=O)n(C)c2n1 | i
Cc1cccc(NC(=O)/C(C#N)=C/c2ccccc2O)n1 | i

# (next part)
structure | KCNQ2 block
O=C(Nc1ccnn1C1CCN(CC2CC=CCC2)CC1)c1ccccc1 (centres undefined) | i
CCCCc1c(C)c(C#N)c2nc3ccccc3n2c1NCCN(C)C | i
c1ccc(CC2CCN(c3ncnc4sccc34)CC2)cc1 | i
COc1ccc(CCNC(=O)COc2ccc(N(C)S(=O)(=O)c3ccc(Cl)cc3)cc2)cc1 | -6.5*
CCOC(=O)c1ccc(C(=S)N2CCCC2)cc1 | i
Cn1c(O)c(C=Nc2ccc(N3CCOCC3)cc2)c(=O)n(C)c1=S | i
Cn1c(=O)c([N+](=O)[O-])c(Cl)c2ccccc21 | -6.2*
C=CCOC(=O)C1=C(C)Nc2[nH]c(=O)[nH]c(=O)c2C1c1cccc(OC)c1 (centres undefined) | i

# In another format: results already given.
KCNQ2 block	SMILES
-6.5*	COc1ccc(CCNC(=O)COc2ccc(N(C)S(=O)(=O)c3ccc(Cl)cc3)cc2)cc1
i	CCOC(=O)c1ccc(C(=S)N2CCCC2)cc1
i	Cn1c(O)c(C=Nc2ccc(N3CCOCC3)cc2)c(=O)n(C)c1=S

# Other records:
structure | KCNQ2 block
O=S(=O)(c1ccc(Cl)c(Cl)c1)N1CCc2nc3ccccc3n2CC1 | i
CCc1c(C)sc(NC(=O)c2ccco2)c1C#N | i
CS(=O)(=O)c1ncc(Cl)c(C(=O)Nc2ccc3ccccc3c2)n1 | i
CC(=O)N1CCN(c2c(F)c(F)c(C(F)(F)F)c(F)c2F)CC1 | i
CCOC(=O)c1c(NC(=S)Nc2ccc(Cl)cc2)sc(C)c1C | i
CC(=O)NC(CC(C)C)C(=O)NC(Cc1ccccc1)C(N)=O (centres undefined) | i
O=C(NCc1ccc2c3c(cccc13)C(=O)N2)c1cccs1 | i
N=c1n(Cc2ccccc2)c2ccccc2n1CC(O)COc1ccc(Cl)cc1Cl (centres undefined) | -6*

# Carrying on:
structure | KCNQ2 block
CC(=O)NC(Cc1ccccc1F)C(=O)NC1CCN(S(=O)(=O)c2ccccc2)CC1 (centres undefined) | i
O=C1c2ccccc2C(=O)C12Cc1ccccc1N1CCN(c3ccccc3)CC12 (centres undefined) | i
CC1CN(S(=O)(=O)c2cccc(C(=O)Nc3ccc(S(=O)(=O)Nc4ncccn4)cc3)c2)CC(C)O1 (centres undefined) | i
Cn1c(N2CCCCC2)nc2c1c(=O)n(Cc1cccc(Br)c1)c(=O)n2C | i
Cc1cc2nc(-c3ccccn3)c(-c3ccccn3)nc2cc1C | i
Cc1ccc(-c2nnc(N3CCOCC3)c3ccccc23)cc1S(=O)(=O)N(C)C | i
CC(=O)Nc1sc(N/N=C/c2ccc(N(C)C)cc2)nc1-c1ccc(C)cc1 | i
Cc1cn(C(=O)CN2C(=O)c3ccccc3C2=O)c(C)n1 | i

# (list continues)
structure | KCNQ2 block
COc1cc(OC)cc(-c2nc(-c3cc4cc(C)ccc4nc3OC)no2)c1 | i
CC1=N/C(=C/c2ccco2)C(=O)O1 | i
O=c1c2c3c(sc2nc2sc(CN4CCOCC4)cn12)CCCC3 | i
O=S(=O)(c1cccc2ccccc12)N1CCCCC1 | i
O=C(Cc1nc2ccccc2[nH]c1=O)c1ccccc1 | i
O=C(CN(Cc1ccco1)C(=O)CNS(=O)(=O)c1ccccc1)NC1CCCCC1 | i
O=C(O)COc1ccccc1C(Nc1cccnc1)c1cc(Cl)c2cccnc2c1O (centres undefined) | i
CCCCCCN(C(=O)CCCCCN1C(=O)NC(c2ccc(C(C)(C)C)cc2)C(C(=O)OCc2ccccc2)=C1C)C(C(=O)NCCCC)c1ccc(OCC(=O)OC)c(C(=O)OC)c1 (centres undefined) | i

# The list continues.
structure | KCNQ2 block
COc1ccccc1Nc1nc(NCCO)c2ccccc2n1 | i
O=c1[nH]c2ccccc2nc1/C=C/c1ccc(O)cc1 | i
COc1ccc(CCNC2CC(=O)N(CCc3ccc(OC)c(OC)c3)C2=O)cc1OC (centres undefined) | i
CCN(CC)Cc1cc(O)c(CN(CC)CC)cc1O | i
COc1ccc(N2CCN(C3CCCN(C(=O)CCN4CCCCO4)C3)CC2)cc1 (centres undefined) | i
COc1cc(/C=N/Nc2ccc(C(F)(F)F)cn2)cc(OC)c1O | i
Cc1nn(-c2ccccc2)c2sc(C(=O)N(CC(=O)NC3CCCC3)Cc3ccco3)cc12 | i
COc1ccc(/C=C/C(=O)c2ccc(C(=O)/C=C/c3ccc(OC)c(OC)c3)cc2)cc1OC | i

# (cont.)
structure | KCNQ2 block
O=C1CC(c2ccccc2)n2nc(NC(=O)c3cccnc3)nc2N1 (centres undefined) | i
O=C(/C=C/c1ccc2c(c1)OCO2)NCCSCc1ccc(Cl)cc1Cl | -7.8*
Cc1cc(NC(=O)CCOc2ccc(F)cc2)no1 | i
CCOC(=O)c1cnc2ccc(C(=O)OC)cc2c1NCc1ccco1 | i
COc1ccc(C)cc1N=Nc1ccc(O)c2ncccc12 | i
CNCc1cc(Cl)cc(OC)c1OC(C)C | i
Cc1oc(-c2ccccc2F)nc1CN1CCC(C(=O)NC2CCCCCCC2)CC1 | i
CCOc1cc(-c2nc(-c3ccc(C)nc3OC)no2)cc(OCC)c1OCC | i

# More entries
structure | KCNQ2 block
O=C1CCc2cc(S(=O)(=O)NCCc3ccc(Cl)cc3)cc3c2N1CC3 | i
CC1(C)CC(=O)C(=CN2CCN(C(=O)c3ccco3)CC2)C(=O)C1 | i
CCCc1nnc(NC(=O)C(=O)NCCN(CC)CC)s1 | i
Cc1cc(OC(=O)c2ccccc2)c([N+](=O)[O-])c(=O)[nH]1 | i
CC(C)C(C(=O)N1CCN(C(=O)OC(C)(C)C)CC1)n1cc(-c2cn([C@@H](C)C(=O)N3CCN(C(=O)OC(C)(C)C)CC3)nn2)nn1 (some centres undefined) | i
COCCn1nnnc1CN(CCCN1CCOCC1)Cc1cc2c(C)ccc(C)c2[nH]c1=O | i
CSc1nc(N(CCO)CCO)c2sc3nc(-c4ccco4)c4c(c3c2n1)CCC4 | i
CC1CCC(C(=O)NC(C(=O)NCCN2CCC(C)CC2)C(C)C)CC1 (centres undefined) | i

# Next section:
structure | KCNQ2 block
CCOC(=O)c1c(-c2ccccc2)csc1NC(=S)N(CC)CC | i
COC(=O)c1[nH]c2cccc(OC)c2c1NC(=O)CCN1CCN(c2ccccc2F)CC1 | i
COc1ccc(O)c(/C=C(\C#N)C(=O)Nc2ccccn2)c1 | i
O=C(Cn1cnc2ccccc2c1=O)c1ccc(Cl)cc1 | i
Cc1cccc(C2C3=C(Nc4[nH]n(-c5ccccc5)c(=O)c42)c2ccccc2C3=O)c1 (centres undefined) | i
COCc1cc(S(=O)c2ccc(Cl)cc2)nc(C)n1 (centres undefined) | i
COc1ccc(Nc2nc3c(C)cccn3c(=O)c2C=O)cc1 | i
Cn1c(O)c(C=NC(CC(N)=O)C(=O)O)c(=O)n(C)c1=O (centres undefined) | i

# Random excerpt: 5 compounds from above
structure | KCNQ2 block
O=C(Cn1cnc2ccccc2c1=O)c1ccc(Cl)cc1 | i
COCc1cc(S(=O)c2ccc(Cl)cc2)nc(C)n1 (centres undefined) | i
Cn1c(O)c(C=NC(CC(N)=O)C(=O)O)c(=O)n(C)c1=O (centres undefined) | i
COC(=O)c1[nH]c2cccc(OC)c2c1NC(=O)CCN1CCN(c2ccccc2F)CC1 | i
Cc1cccc(C2C3=C(Nc4[nH]n(-c5ccccc5)c(=O)c42)c2ccccc2C3=O)c1 (centres undefined) | i

# (more compounds)
structure | KCNQ2 block
C=CCOc1ccc(/C=C2\SC(=S)N(C(C(=O)O)c3ccccc3)C2=O)cc1 (centres undefined) | i
COc1ccc(/C=C(\NC(=O)c2ccccc2Cl)C(=O)NCCCC(=O)O)cc1 | i
O=C(N/N=C/c1cc2c3c(c1O)CCCN3CCC2)c1ccccc1O | i
CCOC(=O)c1sc(-c2ccc(OC)cc2)cc1NC(C)=O | i
FC(F)(F)c1ccc(CN2C[C@@H]3C(c4ccccc4)C4(c5ccccc5)CC3(C4)[C@H]2c2ccccc2)cc1 (some centres undefined) | i
Cc1ccc2cc(CN(CCN3CCOCC3)C(=O)NCc3ccccc3)c(=O)[nH]c2c1C | i
COc1ccc(-c2cc(C(F)(F)F)nc(S(=O)(=O)CCCC(=O)Nc3cccc(O)c3)n2)cc1OC | i
CC(=O)Nc1ccc(NC2=C(Cl)C(=O)c3ccccc3C2=O)cc1 | i

# Next structures:
structure | KCNQ2 block
O=C(/C=C/c1ccc(Cl)c([N+](=O)[O-])c1)Nc1ccc(NC(=O)c2ccco2)cc1 | i
CC(=O)N1CCc2c(sc(NC(=O)c3ccc([N+](=O)[O-])o3)c2C#N)C1 | i
COC(=O)[C@@H]1CC[C@H](C)[C@@H](c2ccc(C)cc2)N1C(=O)c1ccc(/C=N/OC[C@@H](O)COCc2ccco2)cc1 | i
O=C(O)c1cc(-c2ccco2)nn1-c1ccc(Cl)cc1 | i
Cc1ccccc1OCC(=O)Nc1ccc(S(=O)(=O)N2CCOCC2)cc1 | i
COc1cc2c(cc1NC(=O)COC(=O)Cn1cnc3ccccc31)oc1ccccc12 | i
Nc1o[nH]c(=O)c1Cc1ccccc1 | i
CNC(=O)NC(=O)CSc1nc(-c2cccs2)c(C#N)c(=O)[nH]1 | i

# (cont.)
structure | KCNQ2 block
COC(=O)c1ccc(OCC(O)CN2C(=O)NC(C)(C)C2=O)cc1 (centres undefined) | i
COc1ccc(C(=O)NC(C)c2nc3ccccc3[nH]2)cc1OC (centres undefined) | i
Cc1ccc(-c2nc3c(c(=O)[nH]c(=O)n3Cc3ccccc3)n2Cc2ccccc2)o1 | i
CC(C)OC(=O)C(C)Nc1n[nH]c(=S)[nH]c1=O (centres undefined) | i
C/C=N/N(c1ccccc1)c1ccccc1 | i
CCCc1cc(=O)[nH]c2nnc(SCC(=O)Nc3nnc(CC)s3)n12 | i
CCOc1nc(-c2ccc(C)cc2)ccc1-c1noc(-c2cccnc2)n1 | i
Cc1ccc(S(=O)(=O)Cc2cn3cccnc3n2)cc1 | i

# (more compounds)
structure | KCNQ2 block
Cc1cc(-c2ccc(Br)s2)nc(-n2cccc2)n1 | i
CCC(C)NC(=S)Nc1ccccc1 (centres undefined) | i
CCOC(=O)N1CCC(NC(=O)C(NC(=O)C2CCC(C)CC2)C(C)CC)CC1 (centres undefined) | i
O=C1C2C3c4ccccc4C(c4ccccc43)C2C(=O)N1c1ccncc1 (centres undefined) | i
Cc1ccc(C(CNS(=O)(=O)c2cc(F)ccc2F)N2CCN(C)CC2)cc1 (centres undefined) | i
CCOC(=O)c1cccc(-n2c(-c3ccc(OC)cc3)nc3nc4ccccc4nc32)c1 | i
O=c1[nH]c(C2CCN(S(=O)(=O)c3cccc(Cl)c3)CC2)nc2c1nnn2Cc1ccccc1 | i
CC(C)n1nnnc1SCC(=O)Nc1cccc(F)c1 | i

# Further entries:
structure | KCNQ2 block
COc1ccc(NCC(=O)N/N=C2\CCCC(C)C2)cc1 (centres undefined) | i
Cc1ccc(C)c(N(CC(=O)NCc2ccco2)C(=O)CCC(=O)Nc2ccccn2)c1 | i
O=C(Nc1cccc(O)c1)c1ccc(S(=O)(=O)N2CCCCCC2)cc1 | i
CCN(C(C)=O)c1nnc(CSc2nc3ccccc3s2)s1 | i
O=C1NN(c2ccccc2)C(=O)/C1=C\c1ccc(-c2cc([N+](=O)[O-])ccc2O)o1 | i
O=C1CCCN1CCCN=c1c([N+](=O)[O-])nn(-c2ccc(Cl)cc2)n1O | i
CCOc1ccc(C(=O)NC(=S)Nc2ccc(N3CCC(C)CC3)cc2)cc1[N+](=O)[O-] | i
COc1ccc(S(=O)(=O)N2CCOC23CCN(S(=O)(=O)c2cccs2)CC3)cc1 | i

# 2 of these compounds in a different format.
KCNQ2 block | compound
i | COc1ccc(/C=C/C(=O)c2ccc(C(=O)/C=C/c3ccc(OC)c(OC)c3)cc2)cc1OC
i | O=C1CC(c2ccccc2)n2nc(NC(=O)c3cccnc3)nc2N1 (centres undefined)

# New compounds follow:
structure | KCNQ2 block
COc1ccc(-c2cccc(C3CC=CC4C3C(=O)N(Cc3ccccc3)C4c3cc(C)ccc3F)c2)cc1 (centres undefined) | i
COC(=O)c1cc([N+](=O)[O-])c(-n2cncn2)c([N+](=O)[O-])c1 | i
COc1ccc([C@@H]2[C@H]3CN(C(C)=O)CC=C3C(C#N)=C(N)C2(C#N)C#N)c2ccccc12 | i
COc1ccccc1N(CC(=O)Nc1ccccc1C(=O)N1CCCC1)S(C)(=O)=O | i
Cn1cc(Br)c(C(=O)N2CCCCCC2)n1 | i
COc1nc(N/N=C/c2ccc(-c3cccc([N+](=O)[O-])c3)o2)nc(N2CCOCC2)n1 | i

# Screens (PubChem BioAssay)
